MEP2 TOR yeast – modulators of TOR pathway MEP2-GFP in S. cerevisiae; GFP response vs DMSO, % at 10 µM; AID 2016; S. cerevisiae MEP2-GFP strain, flow cytometry GFP, 3 h; 100% = DMSO control level; actives 0.51% (n = 330,000);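 active = GFP response versus DMSO above a set limit, roughly screen mean plus 3 SD, cut at about 180% in these data; inconclusive = fewer than 70 cells counted for a yeast strain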;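 note: median GFP fluorescence of the barcode-gated MEP2-GFP cells per well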
RPL19A-GFP yeast – modulators of TOR pathway RPL19A-GFP in S. cerevisiae | S. cerevisiae RPL19A-GFP strain, flow cytometry, 3 h; active compounds read low | percent response vs DMSO, % at 10 µM | actives 0.3% (n = 330,000) | AID 2025;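 active = percent response vs DMSO below 50%; inconclusive = fewer than 70 events counted for the yeast strain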;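 note: median channel GFP fluorescence of the barcoded RPL19A-GFP strain; ratio of sample median GFP to plate DMSO average so 100% = DMSO; lower means less RPL19A-GFP as with rapamycin TOR inhibition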
VLA-4 inh – inhibition in a human VLA-4 binding assay; P13612; VLA-4 expressing cells, ligand binding flow cytometry; inhibition, % (about 7 µM as worked out from the volumes in the protocol); actives 0.2% (n = 330,000); AID 2557; in the data active = inhibition above about 50%
Target sequence (P13612 whole entry, looked up): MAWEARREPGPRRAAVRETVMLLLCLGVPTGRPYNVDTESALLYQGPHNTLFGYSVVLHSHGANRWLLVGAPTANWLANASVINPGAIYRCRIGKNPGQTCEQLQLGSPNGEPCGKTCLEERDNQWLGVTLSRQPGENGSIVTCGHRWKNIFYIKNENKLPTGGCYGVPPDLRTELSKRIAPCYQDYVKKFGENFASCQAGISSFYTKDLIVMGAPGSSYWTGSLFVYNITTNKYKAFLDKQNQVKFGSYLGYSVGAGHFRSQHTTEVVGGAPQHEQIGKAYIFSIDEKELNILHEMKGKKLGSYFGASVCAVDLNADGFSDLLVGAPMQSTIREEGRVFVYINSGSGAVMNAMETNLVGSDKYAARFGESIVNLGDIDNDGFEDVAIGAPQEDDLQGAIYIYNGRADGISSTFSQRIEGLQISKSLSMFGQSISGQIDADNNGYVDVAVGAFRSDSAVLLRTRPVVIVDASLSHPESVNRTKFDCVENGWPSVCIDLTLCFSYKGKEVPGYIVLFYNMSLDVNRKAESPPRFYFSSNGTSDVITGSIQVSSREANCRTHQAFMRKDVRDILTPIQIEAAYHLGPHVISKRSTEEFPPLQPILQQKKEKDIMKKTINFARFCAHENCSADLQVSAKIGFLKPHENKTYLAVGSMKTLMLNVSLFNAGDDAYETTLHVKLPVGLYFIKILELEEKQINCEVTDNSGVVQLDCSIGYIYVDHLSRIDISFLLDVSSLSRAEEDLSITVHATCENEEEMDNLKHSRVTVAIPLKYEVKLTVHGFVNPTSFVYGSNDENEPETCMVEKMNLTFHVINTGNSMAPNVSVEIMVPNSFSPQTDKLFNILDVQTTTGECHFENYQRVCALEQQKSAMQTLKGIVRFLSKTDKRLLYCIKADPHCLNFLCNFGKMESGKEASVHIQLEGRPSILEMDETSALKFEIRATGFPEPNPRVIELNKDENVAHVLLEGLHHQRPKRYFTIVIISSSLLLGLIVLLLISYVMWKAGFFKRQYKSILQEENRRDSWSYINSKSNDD
AGP1-GFP MLPCN – alters AGP1-GFP fluorescence in TOR pathway yeast screen | S. cerevisiae AGP1-GFP multiplex flow cytometry, 3 h; GFP as percent of DMSO wells | GFP response vs DMSO, % at 10 µM | actives 0.02% (n = 320,000);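 active = GFP response relative to DMSO above a set limit, near screen average plus 3 SD, cut at about 150% in these data; inconclusive = fewer than 70 cells counted for the yeast strain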;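 note: median GFP channel fluorescence of the gated AGP1 strain per well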
GASC-1 inh – human JMJD2C demethylase inhibition; Q9H3R0; GST-JMJD2C(1-420) H3K9me3 demethylation, DELFIA europium; inhibition, % at 2.35 µM; actives 0.069% (n = 330,000);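 active = more than half of a compound's replicate wells show inhibition beyond 50%, single wells judged on their own value; inconclusive = some, but no more than half, of replicates pass 50% inhibition; inactive = no replicate passes 50% inhibition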;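 note: signal counts dimethyl H3K9 product captured on neutravidin plate; 0% = median of DMSO wells and 100% = 0.3 times that DMSO median; strong numbers were not always called active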
LAP4-GFP MLPCN – alters LAP4-GFP fluorescence in TOR pathway yeast screen. S. cerevisiae LAP4-GFP multiplex, flow cytometry GFP, 3 h; median GFP as percent of DMSO wells. GFP response vs DMSO, % at 10 µM. actives 0.34% (n = 320,000);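 active = GFP response vs DMSO above a set limit, about the screen mean plus 3 SD, cut at about 150% in these data; inconclusive = under 70 cell events counted for the yeast strain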
GRK2 inh – human GRK2 inhibition via aptamer displacement. bead flow cytometry, FAM-aptamer displacement from GRK2. AID 488847. actives 0.59% (n = 330,000). P25098. inhibition of aptamer binding, % at 10 µM;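 active = inhibition of aptamer binding above 40%, roughly 3 SD of noise, on plates passing a quality check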;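 note: median bead fluorescence of bound FAM aptamer so fluorescent compounds give negative values; no value below 0 was filed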
CIT2 TOR yeast – alters CIT2-GFP fluorescence in TOR pathway yeast screen; GFP response vs DMSO, % at 10 µM; AID 2029; S. cerevisiae CIT2-GFP strain, flow cytometry, 3 h; 100 means same as DMSO wells; actives 0.065% (n = 320,000);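 active = GFP response relative to DMSO above a set limit, near the screen mean plus 3 SD, cut at about 150% in these data; inconclusive = Fewer than 70 cells measured for a yeast strain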;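 note: ratio of well median GFP fluorescence to mean of DMSO wells on the plate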
* hit, by the source's call; ? = inconclusive; nt = not tested or not shown. The order is random; overall some 1.7% were active at least once.

smiles	MEP2 TOR yeast	RPL19A-GFP yeast	VLA-4 inh	AGP1-GFP MLPCN	GASC-1 inh	LAP4-GFP MLPCN	GRK2 inh	CIT2 TOR yeast
COc1ccc(NC(=O)C2C3C=CC(C3)C2C(=O)NCc2ccco2)c(OC)c1 (stereo not drawn)	195*	63	11	27	nt	95	2	102
C/C(=N\N1C(C)CCCC1C)c1ccccc1O (stereo not drawn)	106	100	4	105	1	101	3	113
C=CCNC(=O)c1sc(-c2ccccc2)nc1C	98	95	-2	93	-27	104	2	99
CN(C)C=NC(=O)c1cc(C(=O)c2ccc(C(C)(C)C)cc2)c[nH]1	92	97	-11	98	3	89	2	97
CCN(CC)C(c1ccc(F)cc1)c1nnnn1CC1CCCO1 (stereo not drawn)	98	93	3	93	2	90	0	86
CCOc1ccc(/C=C(\C#N)C(=O)NCC2CCCO2)cc1OCC (stereo not drawn)	103	104	13	104	4	103	0	101
O=C(O)c1cccc(NC(=S)NC(=O)C(c2ccccc2)c2ccccc2)c1	92	96	-5	88	-1	105	0	87
Cc1nn(-c2ccccc2)c(Cl)c1/C=N/NC(N)=O	92	97	-2	99	1	107	0	79
O=C(NCNC(=O)c1ccccc1)c1ccccc1	101	97	-3	109	-4	98	0	99
NS(=O)(=O)c1ccc(CNC(=O)/C=C/c2c(F)cccc2Cl)cc1	100	99	25	97	3	94	0	101
CCOc1ccc(S(=O)(=O)N2CCCC(C(=O)Nc3cc(C)cc(C)c3)C2)cc1 (stereo not drawn)	102	105	-3	106	0	100	0	108
Cc1cc(-c2nc3cccnc3s2)ccc1NS(=O)(=O)c1cccs1	96	100	-7	90	16	111	0	92
C/C(=N/NC(=O)c1cc2ccccc2cc1O)C1C(=O)c2ccccc2C1=O	102	106	15	105	-4	97	2	97
CN=c1scc(-c2ccccc2Br)n1/N=C/c1ccc[nH]1	97	96	-22	92	39	104	0	86
CN1CCN(C(=O)C23CCC(C)(C(=O)C2Br)C3(C)C)CC1 (stereo not drawn)	106	102	8	82	10	110	3	78
CCn1c(CNc2ccc(F)cc2)nnc1SCC(=O)Nc1ccc(OC)cc1	95	95	-16	98	2	96	0	91
Cc1ccc(OCCn2c3ccccc3n3nc(C)c(=O)nc23)cc1	83	92	17	?	10	?	2	78
Cc1ccc(-n2c(C)nnc2SCC(=O)N2CCOCC2)cc1	101	92	5	92	-4	87	4	94
COc1ccccc1/C=C/C=N/n1c(C2CCCCC2)n[nH]c1=S	103	99	-37	105	-5	94	0	100
COc1ccc(C2/C(=C(/O)c3ccc(F)cc3)C(=O)C(=O)N2CCCN2CCOCC2)cc1OC (stereo not drawn)	99	97	20	12	0	90	3	100
C=CCOC(=O)C1=C(C)NC2(O)c3ccccc3C(=O)C12O (stereo not drawn)	111	103	13	108	-2	113	1	110
CC1(C)CC(=O)C/C(=N\NC(=S)NCc2ccccc2)C1	113	103	-5	107	12	93	4	107
C=CCC[C@H](Cc1ccc(F)cc1)C(=O)OC[C@@H](NC(=O)[C@@H](CC=C)CC(=O)N[C@@H](CO)Cc1ccccc1)C(C)(C)C	94	94	-2	89	2	89	49*	88
CCOc1ccc(S(=O)(=O)N2CCN(C(=S)NCc3ccco3)CC2)cc1	103	103	4	102	-1	104	4	94
O=C(Nc1nn(Cc2ccc(Cl)cc2)cc1Br)c1ccc(COc2ccccc2Cl)o1	96	96	3	90	-10	88	0	91

3 entries out of the list, sorted by SMILES length, lowest first:
smiles	MEP2 TOR yeast	RPL19A-GFP yeast	VLA-4 inh	AGP1-GFP MLPCN	GASC-1 inh	LAP4-GFP MLPCN	GRK2 inh	CIT2 TOR yeast
Cc1ccc(OCCn2c3ccccc3n3nc(C)c(=O)nc23)cc1	83	92	17	?	10	?	2	78
O=C(O)c1cccc(NC(=S)NC(=O)C(c2ccccc2)c2ccccc2)c1	92	96	-5	88	-1	105	0	87
COc1ccc(NC(=O)C2C3C=CC(C3)C2C(=O)NCc2ccco2)c(OC)c1 (stereo not drawn)	195*	63	11	27	nt	95	2	102

(list continues)
smiles	MEP2 TOR yeast	RPL19A-GFP yeast	VLA-4 inh	AGP1-GFP MLPCN	GASC-1 inh	LAP4-GFP MLPCN	GRK2 inh	CIT2 TOR yeast
O=C(Cn1cnnn1)Nc1cccc([N+](=O)[O-])c1	100	94	5	100	4	97	1	95
Cc1ccc(CN2CCN(Cc3ccc(C)s3)CC2CCO)cc1 (stereo not drawn)	100	96	2	100	21	101	0	nt
CCOC(=O)c1cnc2ccccc2c1Nc1ccc2c(c1)OCCO2	102	98	13	102	3	95	2	96
Cc1ccc(C2=NS(=O)(=O)N(C)C(C(=O)NCc3ccccn3)=C2)cc1	100	98	3	99	-3	99	2	99
O=C(CSc1n[nH]c(-c2ccccc2)n1)N1CCCC1	96	103	-1	100	4	86	0	107
COc1ccc(Cc2[nH]n3c(=O)c(Cl)c(C)nc3c2-c2ccccc2)cc1	98	100	4	108	18	105	0	114
COc1ccc(CCN2C(=O)CC(C(N)=O)SC2=Nc2ccc(F)cc2)cc1OC (stereo not drawn)	?	87	-1	?	10	75	1	89
Cn1c(SCC(=O)N2CCOCC2)nnc1-c1ccc(Cl)cc1Cl	111	104	6	112	-9	103	3	108
c1ccc2c(C3=NNC(=NC4CCCCC4)SC3)c[nH]c2c1	98	105	-47	98	-13	86	0	102
CCn1c(SCC(=O)NC2CC2)nnc1-c1ccncc1	100	99	-6	99	6	102	0	107
Cc1ccccc1N(CC(=O)NCCSCc1ccccc1)S(C)(=O)=O	89	94	3	90	23	84	3	92
CCCCn1c(N)c(Sc2ccc(C)cc2)c(=O)[nH]c1=O	102	102	-2	103	-3	100	3	100
CS(=O)(=O)NCCNc1ccc(C(F)(F)F)cc1[N+](=O)[O-]	90	95	4	93	0	85	0	101
COC(=O)c1ccc(CSc2ncnc3ccccc23)o1	89	90	-22	91	-16	106	0	83
COc1cc2c(cc1OC)CN(CC(=O)Nc1ccccc1C#N)CC2	103	95	12	100	-11	96	1	101
CCC(C)(C)n1nnnc1C(c1cccc(C#N)c1)N1CCN(c2cc(C)ccc2C)CC1 (stereo not drawn)	106	102	15	102	21	103	0	97
CC(=O)OCC(=O)Nc1ccc(C(C)=O)cc1	92	96	3	94	3	90	0	96
CCn1nnnc1NCc1c(OC)ccc2ccccc12	98	102	9	90	-3	96	0	102
Cc1ccc(C(c2nnnn2C2CCCCC2)N2CCc3ccccc32)cc1 (stereo not drawn)	106	105	15	107	-9	99	3	100
CCOC(=O)N1CCC(NS(=O)(=O)c2cc(Br)cnc2N)CC1	110	99	8	nt	-5	97	1	108
CCOC(=O)c1c(C)[nH]c(C)c1C(=O)COC(=O)c1ccccc1O	102	100	4	91	8	86	1	105
CSCCC(NC(=O)c1ccco1)C(=O)OCc1cc([N+](=O)[O-])cc2c1OCOC2 (stereo not drawn)	98	102	1	103	-4	111	4	94
CCCCN(CCCC)CCCNC(=O)Cn1cc2c(n1)-c1c(oc(C(=O)N3CCCC3)c1C)CC2	104	99	13	101	-2	93	5	104
C/C(Cl)=C/Cc1c(C)[nH]c2ccc(C)cc2c1=O	102	101	1	102	8	103	0	98
CCOC(=O)c1[nH]c2ccc(F)cc2c1NC(=O)c1ccccc1C(=O)O	110	107	-4	94	8	95	35	98

The list goes on (7 carried over from the part before).
smiles	MEP2 TOR yeast	RPL19A-GFP yeast	VLA-4 inh	AGP1-GFP MLPCN	GASC-1 inh	LAP4-GFP MLPCN	GRK2 inh	CIT2 TOR yeast
Cc1ccc(C(c2nnnn2C2CCCCC2)N2CCc3ccccc32)cc1 (stereo not drawn)	106	105	15	107	-9	99	3	100
CCOC(=O)N1CCC(NS(=O)(=O)c2cc(Br)cnc2N)CC1	110	99	8	nt	-5	97	1	108
CCOC(=O)c1c(C)[nH]c(C)c1C(=O)COC(=O)c1ccccc1O	102	100	4	91	8	86	1	105
CSCCC(NC(=O)c1ccco1)C(=O)OCc1cc([N+](=O)[O-])cc2c1OCOC2 (stereo not drawn)	98	102	1	103	-4	111	4	94
CCCCN(CCCC)CCCNC(=O)Cn1cc2c(n1)-c1c(oc(C(=O)N3CCCC3)c1C)CC2	104	99	13	101	-2	93	5	104
C/C(Cl)=C/Cc1c(C)[nH]c2ccc(C)cc2c1=O	102	101	1	102	8	103	0	98
CCOC(=O)c1[nH]c2ccc(F)cc2c1NC(=O)c1ccccc1C(=O)O	110	107	-4	94	8	95	35	98
Cc1ccc(C(=O)NCCCNC(=O)COc2ccccc2Cl)cn1	80	92	-11	84	-5	78	0	93
CCOc1ccc(CN(C)C(C)C(=O)Nc2ccc([N+](=O)[O-])cc2Cl)cc1OC (stereo not drawn)	102	105	17	106	-3	99	0	107
Cc1nc(Nc2ccc(Cl)cc2Cl)sc1C(=O)Nc1ccccc1	108	101	-88	100	11	98	0	96
Cc1cc(C)n2ncc(/C(N)=N/OC(=O)Nc3ccccc3)c2n1	97	99	-7	108	-8	122	5	105
CCCc1[nH]nc2c1C(C1CCCCC1)C(C#N)=C(N)O2 (stereo not drawn)	104	101	-12	104	12	93	0	101
CCCCC1=NN(C(=O)c2cccnc2)C(O)(C(F)(F)F)C1 (stereo not drawn)	109	94	26	95	-2	100	0	92
CCOC(=O)c1c(-c2ccccc2)csc1NC(=O)c1cc(S(=O)(=O)N2CCOCC2)ccc1C	98	99	29	92	-3	91	2	94
